Compound activity as filed in PubChem.
LAP4-GFP MLPCN = yeast TOR pathway LAP4-GFP modulation | S. cerevisiae LAP4-GFP multiplex, flow cytometry GFP, 3 h; median GFP as percent of DMSO wells | GFP response vs DMSO, % at 10 µM | hit rate 0.34% among 320,000 | AID 2023;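 active = GFP response vs DMSO above a set limit, about the screen mean plus 3 SD, cut at about 150% in these data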
CR mimetic SO = yeast age-related superoxide inhibition as caloric restriction mimetic | superoxide response (% of plate mean), % at 10 µM | S. cerevisiae aged cells, superoxide DHE fluorescence; hits give low values | AID 2690 | hit rate 0.18% among 330,000;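 active = superoxide response under a set limit, about three screen SD below normal, cut at about 65% in these data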;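 also: yeast aged for seven days with compound at 30 °C before DHE staining; 100% = average MFI of all compound-treated wells on the plate with controls excluded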
MEP2 TOR yeast = modulators of TOR pathway MEP2-GFP in S. cerevisiae. S. cerevisiae MEP2-GFP strain, flow cytometry GFP, 3 h; 100% = DMSO control level. GFP response vs DMSO, % at 10 µM. hit rate 0.51% among 330,000;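 active = GFP response versus DMSO above a set limit, roughly screen mean plus 3 SD, cut at about 180% in these data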;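 also: median GFP fluorescence of the barcode-gated MEP2-GFP cells per well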
JMJD2C inh = human JMJD2C demethylase inhibition | Q9H3R0 | GST-JMJD2C(1-420) H3K9me3 demethylation, DELFIA europium | inhibition, % at 2.35 µM | hit rate 0.069% among 330,000 | AID 2099;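 active = more than half of a compound's replicate wells show inhibition beyond 50%, single wells judged on their own value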;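 also: signal counts dimethyl H3K9 product captured on neutravidin plate; 0% = median of DMSO wells and 100% = 0.3 times that DMSO median; strong numbers were not always called active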
proCasp7 act = counter-screen for procaspase-3 activators: activators of human procaspase-7 | recombinant procaspase-7, Ac-DEVD-pNA absorbance 405 nm; D23A/D198A/D206A triple mutant, cannot self-cleave; scale: DMSO 0, 5 µM enzyme 100 | activation, % at 8.5 µM | AID 463210 | hit rate 0.093% among 330,000;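 active = percent activation above the screen-wide mean plus 3 SD, cut at about 25% in these data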
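Assay system: Uncleavable procaspase-7 mutant enzyme; Input: 2 µM procaspase-7 mutant as dispensed; Also added: DEVD-pNA substrate; Medium: Zinc-free HEPES pH 7.4 with 300 mM NaCl, 0.01% Triton X-100; Timing: 1 h compound preincubation, 2 h substrate cleavage, 25 °C; Measured by: Epi-absorbance of released pNA at 405 nm, two timepoints.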
AHR act = activators of human aryl hydrocarbon receptor; AHR-responsive luciferase reporter cells, luminescence; AID 2796; activation, % at 5 µM; hit rate 2.5% among 320,000; P35869; in the data active = activation above about 47%;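 also: 0% = vehicle wells and 100% = reference agonist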
Target sequence (P35869 whole entry, looked up): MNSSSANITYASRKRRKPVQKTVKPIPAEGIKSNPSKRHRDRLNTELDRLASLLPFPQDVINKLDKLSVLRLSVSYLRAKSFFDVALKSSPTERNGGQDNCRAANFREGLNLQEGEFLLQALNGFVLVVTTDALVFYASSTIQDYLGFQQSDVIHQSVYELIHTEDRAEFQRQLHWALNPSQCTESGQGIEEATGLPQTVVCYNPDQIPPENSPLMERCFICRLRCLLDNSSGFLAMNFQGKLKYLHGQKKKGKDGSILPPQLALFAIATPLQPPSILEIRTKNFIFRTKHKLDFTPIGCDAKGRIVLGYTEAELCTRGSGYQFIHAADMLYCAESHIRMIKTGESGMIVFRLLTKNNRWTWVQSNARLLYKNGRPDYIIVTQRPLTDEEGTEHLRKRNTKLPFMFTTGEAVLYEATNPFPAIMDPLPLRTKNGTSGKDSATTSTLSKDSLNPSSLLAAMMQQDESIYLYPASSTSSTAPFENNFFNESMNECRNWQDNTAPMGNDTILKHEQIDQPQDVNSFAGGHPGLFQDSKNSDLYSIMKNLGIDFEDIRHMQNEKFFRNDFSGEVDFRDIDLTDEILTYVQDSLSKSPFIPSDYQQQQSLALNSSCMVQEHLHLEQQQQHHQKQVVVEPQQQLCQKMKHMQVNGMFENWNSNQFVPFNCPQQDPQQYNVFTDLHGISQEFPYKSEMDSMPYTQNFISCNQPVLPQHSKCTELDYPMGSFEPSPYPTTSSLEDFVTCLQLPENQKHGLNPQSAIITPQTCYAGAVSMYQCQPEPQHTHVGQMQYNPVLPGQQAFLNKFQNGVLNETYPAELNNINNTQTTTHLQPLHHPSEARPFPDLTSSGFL
RPL19A TOR yeast = modulators of TOR pathway RPL19A-GFP in S. cerevisiae | S. cerevisiae RPL19A-GFP strain, flow cytometry, 3 h; hits give low values | AID 2025 | percent response vs DMSO, % at 10 µM | hit rate 0.3% among 330,000;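 active = percent response vs DMSO below 50%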;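 also: median channel GFP fluorescence of the barcoded RPL19A-GFP strain; ratio of sample median GFP to plate DMSO average so 100% = DMSO; lower means less RPL19A-GFP as with rapamycin TOR inhibition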
proCasp3 act = procaspase-3 (human) activation. P42574. recombinant procaspase-3 D3A, Ac-DEVD-pNA absorbance 405 nm. activation, % at 8.5 µM. hit rate 0.11% among 330,000. AID 463141;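 active = activation above the mean of all tested compounds plus 3 SD, cut at about 21% in these data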;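 also: 0% = DMSO alone and 100% = DMSO wells spiked with extra 5 µM PC-3 D3A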
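Evaluation: percent activation relative to control range; Material: Procaspase-3 D3A mutant, all three cleavage aspartates alanine; Compound: single dose, 8.5 µM nominal compound, 0.8% DMSO; Replication: one well per compound; Signal: absorbance at 405 nm, 0 and 120 min; Schedule: 1 h preincubation plus 2 h reaction at 25 °C.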
Active calls of the source: *; / = no result given.

SMILES	LAP4-GFP MLPCN	CR mimetic SO	MEP2 TOR yeast	JMJD2C inh	proCasp7 act	AHR act	RPL19A TOR yeast	proCasp3 act
O=C1OC(Nc2ccc3ncccc3c2)c2ccccc21 (stereo not drawn)	95	105	96	-11	2	11	98	3
CCSC1=N/C(=C\C=C2/Oc3ccccc3N2CC)C(=O)S1	104	94	112	7	-11	75*	110	-15
COc1ccc(CNC(=O)COC(=O)C2(C)CC2(Cl)Cl)cc1 (stereo not drawn)	91	94	106	-1	1	1	101	0
COc1cc(-c2nn3c(-c4ccccc4)nnc3s2)cc(OC)c1OC	84	84	100	2	-11	39	99	-6
CN(C)c1nc(N)nc(CSc2n[nH]c(-c3ccccc3)n2)n1	98	108	88	-11	0	-5	96	-6
CCOC(=O)c1ccccc1NC(=O)c1ccccc1N(C)S(C)(=O)=O	100	103	95	8	18	1	92	-1
Cc1ccc2nc(Nc3nc(C)cc(-c4ccccc4)n3)[nH]c(=O)c2c1	101	108	100	2	0	12	104	-3
COCC(=O)N(CCc1ccc(OC)cc1)Cc1nc2ccccc2c(=O)[nH]1	82	102	84	-8	-1	3	90	5
CSCc1cc(N2CCCC2)nc(-c2ccccc2)n1	107	89	104	3	-3	-1	96	8
CC[C@H](C)C(C(=O)N1CCN(C(=O)OC(C)(C)C)CC1)n1cc(C(CC(C)C)NC(=O)OC(C)(C)C)nn1 (stereo partly drawn)	/	/	/	0	-1	0	/	3
CCOC(=O)c1cc(C#N)c(SCC(=O)Nc2ccc(C(C)=O)cc2)[nH]c1=O	113	109	100	-2	-3	0	101	8
CCOc1ccc(-n2c(C)c(C(=O)O)c3cc(OC)ccc32)cc1	93	74	97	-1	-1	0	96	-2
CC(OC(=O)c1ccncc1)C(=O)Nc1cccc(Cl)c1 (stereo not drawn)	89	89	92	-2	9	-1	96	3
COc1cccc(OC)c1C(=O)NC(=S)Nc1ccc2c(c1)Cc1ccccc1-2	100	103	101	10	2	15	102	-3
Cc1ccc(C(=O)N2CCCc3ccccc32)c(F)c1F	99	103	108	6	-2	-1	102	7
COC(=O)c1c(NC(=O)c2ccccc2)sc(C(N)=O)c1C	102	100	101	-9	6	20	94	1
CC12CCC(C(=O)N(NC(=O)c3ccc(O)cc3)C1=O)C2(C)C (stereo not drawn)	101	85	102	3	4	-4	93	-5
CCOc1ccc(C(=O)N2CCCC(c3nc(-c4cccs4)no3)C2)cc1 (stereo not drawn)	110	99	97	-5	3	0	100	-1
COc1ccc(C(=O)NCCS(=O)(=O)NCCc2ccccc2)cc1	98	138	87	-7	7	10	95	8
CCc1ccc(CNC(=O)C2CC(=O)N(C3CCCC3)C2)cc1 (stereo not drawn)	102	106	105	-6	3	0	109	-8
CC(C)CCN1CCN(Cc2nc3ccccc3s2)CC1CCO (stereo not drawn)	102	104	104	-5	12	2	96	1
Cc1ccc(NC(=O)Cc2ccc(Cl)c(Cl)c2)cc1S(=O)(=O)N(C)C	103	112	90	0	-2	1	92	2
COc1cccc(C(=O)CC(=O)C(=O)Nc2cc(Cl)c(OC)cc2OC)c1	116	92	99	-12	-8	0	98	-1
COc1ccc([N+](=O)[O-])cc1NC(=O)C1CCCNC1=O (stereo not drawn)	95	120	112	-14	-8	1	101	-8
C[C@H](CO)N1C[C@H](C)[C@@H](CN(C)S(C)(=O)=O)Oc2ccc(N(C)C)cc2C1=O	/	101	/	47	2	0	/	-1
More entries follow.
SMILES	LAP4-GFP MLPCN	CR mimetic SO	MEP2 TOR yeast	JMJD2C inh	proCasp7 act	AHR act	RPL19A TOR yeast	proCasp3 act
O=C(NNC(=O)C1CCCO1)c1ccc(F)cc1 (stereo not drawn)	99	123	102	-7	-1	14	100	1
CCOc1ccc(N/C(N)=N/c2nc(CSc3nnnn3-c3ccccc3)cc(=O)[nH]2)cc1	104	109	96	64	6	6	99	2
O=C(OCC(=O)N1CCC(Cc2ccccc2)CC1)c1ccccc1	104	115	104	3	-1	-1	100	8
Cc1ccc(NC(=O)C2CCCC2)c(Br)c1	106	104	102	4	4	0	101	2
COCCNC(=O)Cn1nc(-c2ccccc2OC)ccc1=O	111	114	107	0	-4	4	105	4
CC12CCC(C(=O)N(c3cccc(Cl)c3)C1=O)C2(C)C (stereo not drawn)	102	98	96	3	1	0	103	9
N/C(=N\OC(=O)CCCOc1ccccc1)c1ccccc1	92	84	107	-3	3	3	108	-1
Clc1ccc(C2CSc3c4ncnc-4ncn32)cc1 (stereo not drawn)	109	108	109	-27	1	14	101	2
C#CCn1c(=NC(=O)CN2C(=O)CCC2=O)sc2cccc(OC)c21	99	103	102	0	10	2	98	-3
COc1ccc(C2C(C(=O)c3cccs3)=C(O)C(=O)N2c2nncs2)cc1 (stereo not drawn)	105	113	100	5	-41	20	98	-10
O=S(=O)(/N=C(/Nc1cc(N2CCOCC2)ncn1)c1ccc(F)cc1)c1ccccc1	92	115	103	9	-3	2	103	4
Cc1ccc(NC(=S)N(CCCN2CCCC(C)C2)Cc2ccco2)cc1C (stereo not drawn)	92	98	94	6	-8	-1	100	-3
CSc1ccc(-c2nc(CN3CCCCC3c3cccnc3)c(C)o2)cc1 (stereo not drawn)	91	103	101	-35	8	31	96	-7
O=C(NNS(=O)(=O)c1ccccc1F)c1cc(-c2ccccc2)n[nH]1	99	109	100	-6	-3	19	97	-2
COc1ccc(CNS(=O)(=O)c2csc(C(N)=O)c2)cc1OC	104	87	103	2	-3	1	97	-2
Cc1onc(-c2c(Cl)cccc2Cl)c1C(=O)NCc1cccs1	107	96	108	-17	4	3	106	7
CC1CC(C)CN(C(=O)CSc2ccsc2[N+](=O)[O-])C1 (stereo not drawn)	105	155	99	-8	5	5	104	-8
Cc1ccc(NC(=O)c2cc(S(=O)(=O)N3CCCCC3)cs2)cc1	99	94	105	11	-2	5	96	12
CC(C)N(Cc1nc(-c2ccc(Cl)cc2)no1)C(=O)C(c1ccccc1)c1ccccc1	81	104	103	3	7	-6	100	1
Cc1nc(SCC(=O)NCc2ccc3c(c2)OCO3)c(C#N)c2c1CCCC2	102	102	99	4	-4	24	93	1
COc1cc(NC(=O)c2ccccc2)c(OC)cc1Cl	109	92	103	-3	-1	69*	103	-5
CCCN1Cc2cccc(C(=O)NCc3cccs3)c2C1=O	84	100	98	-10	2	31	100	6
CCCCC(CC)CO (stereo not drawn)	100	86	100	/	1	-1	103	-3
COc1ccc(Cl)cc1NC(=O)N1CCN(CCc2ccccc2)CC1	104	120	103	25	1	3	97	-3
Cc1cc(C)n(C(=O)c2ccc(Cn3nc(C)c(Br)c3C)o2)n1	104	103	95	-4	-7	1	101	-3
Further entries follow.
SMILES	LAP4-GFP MLPCN	CR mimetic SO	MEP2 TOR yeast	JMJD2C inh	proCasp7 act	AHR act	RPL19A TOR yeast	proCasp3 act
Fc1ccc(-n2c(-c3ccc4c(c3)OCO4)n[nH]c2=S)cc1Cl	79	95	92	5	-29	5	95	-8
Cc1cc(=O)[nH]c(-n2ncc(C#N)c2N)n1	99	106	101	21	-1	1	99	0
CN(C)C(=O)NC1c2ccccc2-c2ccccc21	105	94	106	8	12	0	105	1
CC(C)C[C@@H](CO)N1CCN(Cc2ccccc2)CCC1=O	119	95	90	3	8	-3	94	1
O=C(NCCc1c[nH]c2ccccc12)c1ccco1	97	95	106	-2	1	43	100	1
Cc1ccc(NC(=O)C2CCN(S(=O)(=O)c3c(C)n[nH]c3C)CC2)nc1	112	98	107	3	10	2	107	13
O=C(Cc1ccccc1)c1nc2ccccc2s1	82	106	106	1	-3	46	103	-1
Cc1cc(C)c2c(=O)n(CC(=O)Nc3cccc(Cl)c3C)sc2n1	111	96	92	3	-34	2	97	-27
Cc1ccc(C(C(=O)NC(C)(C)C)N(CC2CCCO2)C(=O)CCC(=O)Nc2ccccn2)cc1 (stereo not drawn)	95	101	107	-1	-2	-2	100	1
COc1ccc(-c2noc(CCCC(=O)NCCc3ccccc3)n2)cc1OC	97	94	102	4	0	-6	106	4

Reformatted with values under each structure: part of the list above.
The line under a structure holds: LAP4-GFP MLPCN, CR mimetic SO, MEP2 TOR yeast, JMJD2C inh, proCasp7 act, AHR act, RPL19A TOR yeast, proCasp3 act
Cc1ccc(NC(=O)c2cc(S(=O)(=O)N3CCCCC3)cs2)cc1
→ 99, 94, 105, 11, -2, 5, 96, 12
CC(C)N(Cc1nc(-c2ccc(Cl)cc2)no1)C(=O)C(c1ccccc1)c1ccccc1
→ 81, 104, 103, 3, 7, -6, 100, 1
Cc1nc(SCC(=O)NCc2ccc3c(c2)OCO3)c(C#N)c2c1CCCC2
→ 102, 102, 99, 4, -4, 24, 93, 1
COc1cc(NC(=O)c2ccccc2)c(OC)cc1Cl
→ 109, 92, 103, -3, -1, 69*, 103, -5
CCCN1Cc2cccc(C(=O)NCc3cccs3)c2C1=O
→ 84, 100, 98, -10, 2, 31, 100, 6
CCCCC(CC)CO (stereo not drawn)
→ 100, 86, 100, /, 1, -1, 103, -3
COc1ccc(Cl)cc1NC(=O)N1CCN(CCc2ccccc2)CC1
→ 104, 120, 103, 25, 1, 3, 97, -3
Cc1cc(C)n(C(=O)c2ccc(Cn3nc(C)c(Br)c3C)o2)n1
→ 104, 103, 95, -4, -7, 1, 101, -3
Fc1ccc(-n2c(-c3ccc4c(c3)OCO4)n[nH]c2=S)cc1Cl
→ 79, 95, 92, 5, -29, 5, 95, -8
Cc1cc(=O)[nH]c(-n2ncc(C#N)c2N)n1
→ 99, 106, 101, 21, -1, 1, 99, 0
CN(C)C(=O)NC1c2ccccc2-c2ccccc21
→ 105, 94, 106, 8, 12, 0, 105, 1
CC(C)C[C@@H](CO)N1CCN(Cc2ccccc2)CCC1=O
→ 119, 95, 90, 3, 8, -3, 94, 1
O=C(NCCc1c[nH]c2ccccc12)c1ccco1
→ 97, 95, 106, -2, 1, 43, 100, 1
Cc1ccc(NC(=O)C2CCN(S(=O)(=O)c3c(C)n[nH]c3C)CC2)nc1
→ 112, 98, 107, 3, 10, 2, 107, 13
O=C(Cc1ccccc1)c1nc2ccccc2s1
→ 82, 106, 106, 1, -3, 46, 103, -1
Cc1cc(C)c2c(=O)n(CC(=O)Nc3cccc(Cl)c3C)sc2n1
→ 111, 96, 92, 3, -34, 2, 97, -27
Cc1ccc(C(C(=O)NC(C)(C)C)N(CC2CCCO2)C(=O)CCC(=O)Nc2ccccn2)cc1 (stereo not drawn)
→ 95, 101, 107, -1, -2, -2, 100, 1
COc1ccc(-c2noc(CCCC(=O)NCCc3ccccc3)n2)cc1OC
→ 97, 94, 102, 4, 0, -6, 106, 4
